# inhibitors of VEEV: inhibitors of VEEV TC-83 cytopathic effect, confirmation, Vero cells (AID 588727); one-dose inhibition, % at 20 µM; IC50 in µM for titrated hits; Vero cells, VEEV TC-83 cytopathic effect inhibition; higher % means a stronger effect; actives 0.13% (n = 350,000); in the data active means a potency from the dose series; inconclusive means inhibition mostly from about 14% at the one dose, without a potency; inactive means the rest, 99 in 100 with inhibition below about 12%; further: strong numbers were not always called active
# H1N1 NS1A inhibition: NS1A inhibition, H1N1 influenza, cell based functional assay (AID 504329) | actives 0.3% (n = 340,000) | NS1A functional cell-based assay, percent inhibition; higher % means a stronger effect | one-dose inhibition, % at 12.5 µM; IC50 in µM for titrated hits; in the data active means a potency from the dose series; inconclusive means inhibition above about 27% without an active follow-up result; further: strong numbers were not always called active
# PhoP GFP inhibition: PhoP regulon inhibitors, Salmonella typhi PhoP promoter GFP reporter, confirmatory (AID 1850). one-dose inhibition, % at 50 µM; IC50 in µM for titrated hits. Salmonella Typhi PhoP-promoter GFP reporter, fluorescence, 4 h; higher % means a stronger effect. actives 0.33% (n = 310,000); in the data active means a potency from the dose series; inconclusive means inhibition mostly from about 25% at the one dose, without a potency; inactive means the rest, 99 in 100 with inhibition below about 19%;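 further: 0% = induced wells with vehicle and 100% = uninduced wells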
# tuberculosis growth: growth inhibition of non-replicating M. tuberculosis (AID 488890) | Mycobacterium tuberculosis non-replicating, growth inhibition; higher % means a stronger effect | inhibition, % at 25 µM, or IC50 in µM where a hit was titrated | actives 0.39% (n = 320,000); in the data active means a potency from the dose series; inconclusive means inhibition mostly from about 82% at the one dose, without a potency; inactive means the rest, 99 in 100 with inhibition below about 76%;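 further: plate controls were DMSO cells for no effect and high antibiotic wells for full effect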
# H37Rv inhibition: M. tuberculosis growth inhibition, HTS (AID 449762); one-dose inhibition, % at 25 µM; IC50 in µM for titrated hits; M. tuberculosis H37Rv growth inhibition, 7H9 media; higher % means a stronger effect; actives 0.59% (n = 330,000); in the data active means a potency from the dose series; inconclusive means inhibition above about 70% without an active follow-up result;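 further: bacterial growth assessed after seven days of incubation; strong numbers were not always called active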
# inhibitors of VEEV 10K pilot screen: further read-out of inhibitors of VEEV, marked with its call; inhibition, %; measured here: 10K pilot screen inhibition
# * = called active by the depositor; i = inactive; ? = inconclusive; / = not tested or not shown.
SMILES,inhibitors of VEEV,H1N1 NS1A inhibition,PhoP GFP inhibition,tuberculosis growth,H37Rv inhibition,others
Cc1ccc(N2CC(C(=O)Nc3ccc(S(=O)(=O)Nc4nccc(C)n4)cc3)CC2=O)cc1 (stereo unspecified),1.4%,-2%,1%,2%,1%,
O=C(CCCCCCCC(=O)NNC(=O)Nc1ccccc1)NNC(=O)Nc1ccccc1,i,1%,-12%,-16%,1%,
CC(=O)Nc1nc(-c2ccccc2)nc(C)c1C(C)=O,3.8%,-10%,-9%,-6%,-3%,
O=C(NCc1ccc(Cl)cc1)C(=O)NCC(c1ccco1)N1CCOCC1 (stereo unspecified),i,-1%,-10%,-1%,2%,
O=C(NNC(=S)NCc1ccc(Cl)cc1)c1ccc2c(c1)OCO2,0.5%,-16%,-1%,-15%,5%,
Cc1cc(C)cc(C(=O)Nc2cccnc2Cl)c1,0.7%,-28%,6%,-2%,13%,
COc1ccccc1NC(=O)CSc1nnc(C)n1Cc1ccccc1,0.8%,-7%,-8%,8%,0%,
COc1ccc(-n2cc3c(-c4cccc(Br)c4)nnc(C)c3n2)cc1,7.3%,-4%,-5%,78%,?,
O=C(c1ccc2c(c1)OCO2)C1CCCN(Cc2cccc(C(F)(F)F)c2)C1 (stereo unspecified),0.8%,-6%,-9%,71%,6%,
CCCCCCNCc1c(F)cccc1Cl,0.7%,-9%,-3%,6%,-20%,

# As a short view, some entries already given:
SMILES,inhibitors of VEEV,H1N1 NS1A inhibition,PhoP GFP inhibition,tuberculosis growth,H37Rv inhibition,others
Cc1ccc(N2CC(C(=O)Nc3ccc(S(=O)(=O)Nc4nccc(C)n4)cc3)CC2=O)cc1 (stereo unspecified),1.4%,-2%,1%,2%,1%,
O=C(CCCCCCCC(=O)NNC(=O)Nc1ccccc1)NNC(=O)Nc1ccccc1,i,1%,-12%,-16%,1%,

# (list continues)
SMILES,inhibitors of VEEV,H1N1 NS1A inhibition,PhoP GFP inhibition,tuberculosis growth,H37Rv inhibition,others
CCN(CC(=O)Nc1ccc(N2CCOCC2)cc1)C(=O)Cc1ccccc1,1.9%,-5%,/,6%,0%,
CC(=O)c1c(C)[nH]c(C(=O)COC(=O)CCOc2ccc(C)cc2)c1C,0.4%,-10%,-9%,56%,28%,
Cc1c(Cl)ccc2c(C(N)=O)cc(-c3ccccn3)nc12,2.2%,-3%,0%,-2%,-3%,
COc1ccccc1N1CCN(C2CCCN(S(=O)(=O)c3cccc(Cl)c3)C2)CC1 (stereo unspecified),6.0%,-5%,-4%,13%,4%,
COc1ccc2[nH]c3c(=O)n(Cc4ccncc4)cnc3c2c1,1.4%,-1%,1%,1%,0%,
Cn1c(=O)c2c(nc(SCCN3CCCCC3)n2Cc2ccccc2)n(C)c1=O,2.2%,-2%,-8%,-5%,1%,
O=C(Nc1ccc(S(=O)(=O)NC2=NCCCCC2)cc1)c1ccc2ccccc2n1,i,-9%,-2%,-3%,0%,
N#Cc1ccccc1S(=O)(=O)N1CCN(CC(=O)Nc2ccccc2C(=O)NC2CC2)CC1,7.6%,-1%,/,-2%,-9%,
COc1ccc(C(=O)O)cc1S(=O)(=O)Nc1cc(Cl)ccc1N1CCOCC1,2.7%,-6%,/,3%,3%,
CCCOC(=O)C[N+](C)(C)CCOC1CC2CCC1(C)C2(C)C (stereo unspecified),i,16%,-5%,16%,-2%,
CCCCn1c(-c2ccco2)nc2ccccc2c1=O,5.8%,-7%,2%,-6%,5%,
Cn1c(SCc2ccc(Cl)cc2)nc(C(F)(F)F)cc1=O,i,0%,7%,22%,2%,
COc1ccc(C(=O)NCC(=O)Nc2cccc(S(=O)(=O)NCc3ccco3)c2)cc1OC,4.6%,/,3%,11%,-3%,
O=C(CS(=O)(=O)c1ccccc1)Nc1ccccc1Br,2.3%,-6%,/,/,/,
O=C(NCC1COc2ccccc2O1)c1cn(Cc2ccc(F)cc2)nn1 (stereo unspecified),0.1%,-2%,-1%,-1%,1%,
O=C(N/N=C/c1cccnc1)c1cc2ccccc2cc1O,9.2%,-4%,-5%,15%,-5%,
CC(=O)NNC(=O)c1csc(-c2csc(C)n2)n1,i,-22%,-1%,-3%,0%,
Cc1noc(C(=O)NC2CCCCC2)c1Cl,0.1%,-10%,19%,36%,-10%,
CC(=O)c1cccc(NC(=S)NC2CCCCCCC2)c1,4.0%,-8%,-4%,?,24µM*,
COc1ccc(/C=N/NC(=O)c2ccccc2)cc1OS(=O)(=O)c1ccccc1,1.4%,-5%,-5%,26%,10%,
O=[N+]([O-])c1cc([N+](=O)[O-])c(Oc2cncc(Cl)c2)cc1NN1CCCCC1,1.0%,11%,-6%,-1%,0%,
COc1ccccc1-c1nnc(NC(=O)C(C)C)s1,9.8%,-2%,-5%,13%,-3%,
CCS(=O)(=O)N1CCN=C1SCc1cccnc1,i,-9%,-10%,-17%,-6%,
COc1ccc(N2CCN(CCNC(=O)Nc3cc(Cl)ccc3OC)CC2)cc1,0.8%,6%,-5%,3%,5%,
O=C(NC1CCCc2ccccc21)c1ccccn1 (stereo unspecified),1.2%,0%,-6%,49%,0%,
CN(CC(=O)NC(=O)NCc1ccccc1)CC(=O)Nc1ccc(Cl)c(Cl)c1,4.5%,-5%,/,50%,60%,
CCOC(=O)c1ccc(NS(=O)(=O)c2cccc3nsnc23)cc1,1.8%,-5%,9%,21%,-10%,
COc1ccc(C(=O)O/N=C(\N)Cc2cccs2)cc1OC,6.4%,-7%,-10%,-2%,1%,
CCOC(=O)C1CCN(C(=O)CN2C(=O)C(C(C)C)Oc3ccccc32)CC1 (stereo unspecified),i,-25%,-10%,-3%,9%,
CCN1C(=O)[C@H]2[C@@H](c3ccc(C)cc3)N3C(=O)N(c4cccc(Br)c4)C(=O)[C@@]3(C)[C@H]2C1=O,2.4%,1%,/,/,/,

# Brought forward from above: two compounds, then new ones.
SMILES,inhibitors of VEEV,H1N1 NS1A inhibition,PhoP GFP inhibition,tuberculosis growth,H37Rv inhibition,others
CCOC(=O)C1CCN(C(=O)CN2C(=O)C(C(C)C)Oc3ccccc32)CC1 (stereo unspecified),i,-25%,-10%,-3%,9%,
CCN1C(=O)[C@H]2[C@@H](c3ccc(C)cc3)N3C(=O)N(c4cccc(Br)c4)C(=O)[C@@]3(C)[C@H]2C1=O,2.4%,1%,/,/,/,
CCOC(=O)c1c(C)n(C)c2ccc(OC)c(NC(=O)c3cccs3)c12,7.0%,1%,1%,9%,-13%,
Cc1cccc(NC(=O)CNC(=O)COc2ccc(C(=O)c3ccc(F)cc3)cc2)c1C,1.0%,-8%,-10%,50%,3%,
COCCCn1c(=O)/c(=C\c2ccccc2OC(C)C)s/c1=C(/C#N)C(=O)Nc1ccc(C(=O)O)cc1,6.5%,-6%,-110%,36%,33%,
CCn1cc(C(=O)NP(=O)(Nc2ccc(C)cc2)Nc2ccc(C)cc2)c2ccccc21,0.5%,-11%,4%,6%,7%,
Cn1nnnc1SCCNS(=O)(=O)c1ccccc1,i,-3%,11%,-6%,-2%,
COc1ccc(CC(NC(C)=O)C(=O)NC2CCN(C(=O)c3ccc([N+](=O)[O-])cc3)CC2)cc1OC (stereo unspecified),0.7%,-10%,21%,-2%,-3%,
O=C(Nc1ccnn1C1CCN(C(=O)c2cccc(Cl)c2)CC1)C1CC1,4.3%,0%,-19%,-2%,12%,
O=C1CCCN1c1ccc(S(=O)(=O)NCCOc2ccccc2)cc1,1.2%,-7%,-6%,-5%,-4%,
COc1cc(NC(=O)CNc2ccc(Cl)c(S(=O)(=O)N3CCOCC3)c2)cc(OC)c1,8.4%,-15%,/,18%,3%,
N#Cc1c(N)oc(-c2ccccc2)c1-c1ccccc1,1.8%,6%,-17%,/,-11%,inhibitors of VEEV 10K pilot screen=1.7
CCOc1ccc(NC(=O)NNC(=O)c2cc3ccccc3cc2O)cc1,2.8%,4%,-9%,0%,-8%,
CCOC(=O)c1c(C)[nH]c(C(=O)COC(=O)c2ccco2)c1C,0.2%,9%,/,0%,5%,
CC1(NC(=O)CC(c2ccccc2)(c2ccccc2)c2ccccc2)CCN(CCCc2ccccc2)C1=O (stereo unspecified),0.6%,2%,/,19%,12%,
COc1cc(OC)c(OC)cc1/C=N/NC(=O)c1cc(-c2cccn2C)n[nH]1,0.1%,9%,2%,4%,3%,
CN(CC(=O)Nc1ccccc1Br)C(=O)CN(C)C1CCCCC1,0.9%,-5%,/,9%,-8%,
CC(=O)OC1(Cc2ccccc2)CN2CCC1c1ccccc12 (stereo unspecified),3.6%,5%,2%,5%,-2%,
N#CCO/N=C/C(=O)Nc1ccc(F)cc1F,0.1%,-12%,5%,61%,3%,inhibitors of VEEV 10K pilot screen=1.0
CCOc1ccc(NC(=O)C(=O)N/N=C/c2ccccc2F)cc1,0.5%,-5%,-6%,-11%,5%,inhibitors of VEEV 10K pilot screen=0.0
Cc1ccc(C)c(S(=O)(=O)N2CCN(C(=O)[C@H](Cc3ccccc3)NC(=O)c3ccco3)CC2)c1,0.0%,4%,/,9%,2%,
COC(=O)C1=C(CSc2nnnn2C)NC(=O)NC1c1cc(C)ccc1C (stereo unspecified),2.5%,-1%,2%,-5%,-1%,
O=C(O)COc1ccc(Nc2ccccc2)cc1,i,-2%,-5%,1%,1%,
CC(C)NCCCCOc1ccccc1-c1ccccc1,/,/,0%,43%,-2%,
CCN(CC)CCNc1ccc(Cl)cc1[N+](=O)[O-],0.7%,11%,-5%,17%,8%,
COc1ccc(OC)c(/C=N/NC(=O)CCc2c(C)n[nH]c2C)c1,0.3%,-7%,5%,-5%,-10%,
Cc1ccc(C)c(S(=O)(=O)N/N=C/c2ccc(C(=O)O)cc2)c1,i,3%,-9%,-18%,-8%,
O=C(/C=C/c1ccc([N+](=O)[O-])cc1)NCc1ccccn1,i,2%,0%,-10%,-2%,
Cc1cc(C)cc(OCCCCn2cncn2)c1,0.8%,-11%,-8%,0%,-5%,
NS(=O)(=O)c1ccc(NC(=O)CSc2n[nH]c(=O)n2C2CC2)cc1,2.4%,-1%,/,-10%,4%,
CCCN1c2cccc3cccc(c23)S1(=O)=O,1.8%,-8%,6%,/,6%,
O=C(CSc1nnc(Cc2cccs2)n1Cc1ccco1)Nc1ccc(Br)cc1,0.8%,-12%,5%,39%,9%,
C=C(C)Cn1c(C)cc(C)c(S(=O)(=O)c2cccc(C)c2)c1=O,i,3%,-5%,17%,-8%,
Cc1ccc(OCC(=O)N/N=C/C=C/c2ccco2)cc1,0.1%,14%,16%,-10%,-6%,
CC(C)(CC(=O)O)CC(=O)N1CCCN(c2nccc(C(F)(F)F)n2)CC1,i,17%,11%,-6%,-2%,
Nc1c(-c2ccc(Cl)cc2)cnn1C1CCS(=O)(=O)C1 (stereo unspecified),0.6%,6%,2%,-3%,-1%,
Cc1cccc(NC(=O)c2ccc(N3C(=O)C4CCCCC4C3=O)cc2)c1C (stereo unspecified),1.9%,-5%,4%,2%,-1%,
CCOC(=O)NC(=O)CSc1nnc(C)s1,0.3%,-1%,-6%,-4%,-9%,
COCC(=O)NC1CCN(S(=O)(=O)c2cccc(C(C)=O)c2)CC1,i,1%,-7%,-1%,0%,
CCOC(=O)Nc1ccc2c(CN3CCC(C(=O)OC)CC3)cc(=O)oc2c1,i,-19%,-1%,5%,2%,
O=C1c2ccc(Oc3ccc([N+](=O)[O-])cc3)cc2C(=O)N1c1ccncc1,i,2%,-6%,5%,6%,
Cc1ccc(-c2cc(C(F)(F)F)n3nc(C(=O)Nc4ccon4)cc3n2)cc1C,0.8%,-10%,0%,5%,4%,
O=C(Nc1ccc(Cl)cc1)OCc1cc(-c2ccccc2)on1,1.7%,5%,-5%,12%,2%,
Cc1ccc(-c2nc3cc(NS(=O)(=O)c4ccc(C)cc4)ccc3o2)cc1,i,8%,-10%,9%,59%,
COc1ccc2oc(=O)c(C(=O)Nc3cccc(C(C)=O)c3)cc2c1,0.9%,5%,-6%,-19%,-2%,
O=C(Cc1ncc(C(F)(F)F)cc1Cl)N1CCN(c2ccccn2)CC1,1.6%,-9%,-3%,-15%,-10%,
COc1cc2cc(CCCOC(=O)CCC(=O)O)oc(=O)c2cc1OC,0.2%,15%,/,-10%,9%,
COCCNC(=O)[C@H]1N2C(=O)c3c(ccc(OC)c3OC)C2SC1(C)C (stereo partly specified),0.3%,-16%,1%,-14%,-2%,
COc1ccc(C(=O)NCCn2cc(SCC(=O)Nc3cc(C)on3)c3ccccc32)cc1OC,7.0%,-4%,4%,29%,2%,

# Bioassay records from PubChem.
